Compound activity from PubChem BioAssay.
AI-2 QS mod: Vibrio harveyi AI-2 quorum sensing modulators, primary screen, JMH597 strain, luminescence/OD600 ratio; Vibrio harveyi JMH597 AI-2 luminescence/OD600 ratio, 9 h; hits give low values; strain lacks LuxN and CqsS sensors; 0 = neutral-control median; AID 2094, 2009; 0.4% of 300,000 active; activity change, % at 7.5 µM; in the data active means activity change below about -75%, passing the limit was not always enough; inconclusive means no clear call, values can overlap the other calls;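 further: luminescence divided by OD600 gain over 9 h not by final OD600 alone; inactives centre near 13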
HSF1 activator: HSF-1 activators, primary screen, NIH3T3-HGL cells, MG132 stress, luminescence, single point; NIH3T3-HGL HSF-1 luciferase reporter, 8 h; 100% = twice DMSO control signal; activation, % at 9 µM; 1.7% of 300,000 active;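 active means mean replicate activation of at least 50% with a set share of replicates each reaching 50%; inconclusive means only one of those two conditions met; inactive means mean below 50% and too few replicates reaching it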;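 further: 0% = median of the neutral control wells and 100% = twice that signal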
PolyA inh: polyadenylation inhibitors in yeast reporter cells, primary screen, luminescence, S. cerevisiae; S. cerevisiae SKY197-pL101 polyadenylation reporter, beta-gal luminescence; efflux-impaired pdr1/pdr3 knockout yeast; score 100 = 6 SD above DMSO; calls only at 12 µM; 0.02% of 300,000 active;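 active means lowest replicate activity score at least 50, where 100 means six control SD above control mean; inconclusive means lowest score under 50 but half or more replicates reach 50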;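 further: yeast exposed to compound for 9 h at 30 °C; higher score means more reporter readthrough which indicates perturbed polyadenylation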
Platelet DG rel: inhibitors of platelet dense granule secretion, primary screen, cell-based, MLPCN, human platelets | inhibition, %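 (compounds screened at 7.5 µM in platelet-rich plasma)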 | AID 1663, 2009 | human platelet-rich plasma, SFLLRN dense granule ATP release, luminescence | 0.22% of 300,000 active;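 active means mean replicate score, as percent of positive control, at or above 50; inconclusive means mean below 50 but at least one replicate at or above 50; inactive means mean and every replicate below 50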
GSK3 alpha inh: blockers of GSK3A enzyme activity – biochemical, luminescence, cell-free homogeneous, HTS, primary screen. GSK-3 alpha kinase, ADP-Glo luminescence, 60 min. inhibition, % at 10 µM. 0.1% of 320,000 active. AID 2650, 2010;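 in the data active means inhibition above about 50%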;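 further: GST-tagged GSK-3 alpha with peptide substrate and 25 µM ATP; 0% = DMSO neutral wells and 100% = GW8510 positive control wells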
GSK3B inh: human GSK3beta kinase inhibitors, primary screen, biochemical, cell-free homogeneous, HTS; Glycogen synthase kinase-3 beta (Homo sapiens), P49841; AID 2097, 2009; activity score (negative = inhibition), % at 10 µM; GST-GSK3beta kinase, ADP-Glo luminescence, 60 min; hits give low values; 0.038% of 300,000 active;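 active means more than half of replicate wells score below -50%, meaning over 50% inhibition versus plate controls; inconclusive means some replicates but at most half score below -50%; inactive means no replicate scores below -50%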;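 further: 0% = median DMSO wells and -100% = median GW8510 positive control wells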
Target sequence (P49841 whole entry, looked up): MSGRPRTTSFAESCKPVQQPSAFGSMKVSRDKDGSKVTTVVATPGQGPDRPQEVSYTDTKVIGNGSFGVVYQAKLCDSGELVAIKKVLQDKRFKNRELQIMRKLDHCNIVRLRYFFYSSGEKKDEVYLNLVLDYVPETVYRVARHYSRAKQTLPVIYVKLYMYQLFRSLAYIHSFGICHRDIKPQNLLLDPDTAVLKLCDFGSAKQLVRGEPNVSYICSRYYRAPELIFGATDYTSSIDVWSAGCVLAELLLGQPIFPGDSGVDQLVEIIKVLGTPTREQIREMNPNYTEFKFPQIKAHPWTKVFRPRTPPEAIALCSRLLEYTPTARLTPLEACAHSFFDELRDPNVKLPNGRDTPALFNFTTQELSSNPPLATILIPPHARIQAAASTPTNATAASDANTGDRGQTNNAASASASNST
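test system = GST-tagged human GSK3beta kinase, cell-free | reagent = 25 µM ATP with peptide substrate | dosing = one dose of 10 µM per compound | schedule = 60 min reaction, RT | detection = luminescent ADP-Glo measurement of ADP formed | control set = DMSO neutral wells and GW8510 at 20 µM as positive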
HSF1 inhib: HSF1 inhibitors in luciferase reporter cells, primary screen, cell-based, NIH3T3, luminescence; activity change, negative = inhibition, % at 7.5 µM (by protocol); NIH3T3-HGL HSE-luciferase, MG132-induced, luminescence 8 h; hits give low values; 0.77% of 300,000 active; AID 2098, 2009;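 active means more than half of replicate wells show activity change below -50%, luminescence cut by over half; inconclusive means some wells, but at most half, below -50%; inactive means no replicate well below -50%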;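 further: luciferase reports HSF-1 transcriptional activity via heat shock element; 0% = median of DMSO wells and -100% = zero luminescence signal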
DYRK1A inh: rat Dyrk1A kinase inhibitors, primary screen, biochemical, single point, plate reader; Dual specificity tyrosine-phosphorylation-regulated kinase 1A (Rattus norvegicus), Q63470; ADP-Glo luminescence, NFATc1 peptide; inhibition, % at 12.5 µM; 0.43% of 310,000 active; AID 504441, 2011; in the data active means inhibition above about 50%;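 further: plate controls were vehicle with enzyme for no effect and no enzyme for full effect; many of its hits are not listed in these tables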
HDAC3 inhib: HDAC3 deacetylase inhibitors, primary screen, biochemical, fluorescence, cell-free homogeneous; Histone deacetylase 3 (Homo sapiens), O15379; recombinant HDAC3, fluorogenic peptide/trypsin coupled; inhibition, % at 8.3 µM; 0.15% of 320,000 active; in the data active means inhibition above about 26%, passing the limit was not always enough; inconclusive means no clear call, values can overlap the other calls
Target sequence (O15379 whole entry, looked up): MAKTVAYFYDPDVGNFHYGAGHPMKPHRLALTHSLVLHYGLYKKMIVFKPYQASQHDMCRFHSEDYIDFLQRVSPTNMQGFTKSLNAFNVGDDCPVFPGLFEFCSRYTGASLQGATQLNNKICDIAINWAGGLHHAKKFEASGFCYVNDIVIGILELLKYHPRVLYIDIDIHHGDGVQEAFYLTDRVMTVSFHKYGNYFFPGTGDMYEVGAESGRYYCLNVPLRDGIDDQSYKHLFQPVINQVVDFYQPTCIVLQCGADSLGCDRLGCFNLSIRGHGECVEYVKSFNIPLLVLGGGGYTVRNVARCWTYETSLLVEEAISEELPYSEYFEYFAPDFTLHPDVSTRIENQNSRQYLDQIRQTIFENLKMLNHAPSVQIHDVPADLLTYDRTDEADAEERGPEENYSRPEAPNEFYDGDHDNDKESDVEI
HSP90 inh: HSP90 inhibitors, primary screen, cell lysate, luminescence. Heat shock protein HSP 90 (rabbit reticulocyte lysate; luciferase refolding). AID 1789, 2009. inhibition, % at 5.6 µM. 0.91% of 290,000 active. Rabbit reticulocyte lysate, luciferase refolding luminescence, 3 h;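 active means inhibition above the screen-wide mean plus 3 SD, computed separately per campaign, cut at about 16% in these data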;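 further: 0% = DMSO wells and 100% = 60 µM geldanamycin wells; inhibitors lower the luminescence because luciferase stays unfolded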
The depositor's hits bear a star; i = inactive; ? = inconclusive; nt = not tested or not shown; & = joins results of further samples. Not all compounds are listed, so the mix of outcomes need not match the whole.

SMILES	AI-2 QS mod	HSF1 activator	PolyA inh	Platelet DG rel	GSK3 alpha inh	GSK3B inh	HSF1 inhib	DYRK1A inh	HDAC3 inhib	HSP90 inh
O=C1c2cccc3cccc(c23)C(=O)N1CC1CCCO1 (stereo not given)	24	0	i	3	1	3	1	-1	-16	-1
O=C(Cc1ccccc1)N/N=C/c1ccc(S(=O)(=O)O)o1	20	-21	i	-21	-3	-2	-7	nt	2	-3
O=c1oc2ccccc2n1Cc1ccccc1Cl	3	9	i	18	-2	3	0	0	nt	2
COc1ccc(-c2nc(CN(CC3CCC(=O)N3)C(C)C)c(C)o2)c(C)c1C (stereo not given)	4	4	i	2	-7	-2	9	2	2	1
O=C(CCc1ccc(S(=O)(=O)N2CCOCC2)cc1)N/N=C/c1cccc(O)c1	27	9	i	17	1	1	-4	4	3	-4
NNC(=S)Nc1ccc(Cl)cc1	23	7	i	2	nt	3	1	1	1	3
CCN(CC)Cc1cc(Nc2ccnc3cc(Cl)ccc23)ccc1O	4&3	11&-18	i	0&-5	9&0	-3&1	-6&1	34&10	5&-4	-5
Cn1nc(C(=O)NNC(=O)c2ccc(Cl)cc2)ccc1=O	-4	-12	i	8	-7	0	1	9	0	nt
CCNS(=O)(=O)c1ccc(NC(=O)c2cccnc2)cc1	21	0	nt	?	1	2	-5	0	5	4
CCOC(=O)C(=O)N/N=C/c1cccc(Br)c1	27	5	i	-7	2	0	2	1	-2	-3
CC(=O)Nc1ccc(/C(C)=N/NC(=O)c2ccc(F)cc2)cc1	4	7	i	-9	1	-1	3	-2	3	1
O=C(Nc1ncccc1Cl)c1cccc(F)c1	9	0	i	3	-7	4	7	0	4	1
COC(=O)[C@@H]1CCCN1Cc1nc(Cc2ccc(OC)c(OC)c2)no1	1	-1	i	-3	-2	3	1	-2	-3	0
O=C1CS/C(=N\C(=O)N2c3ccccc3Sc3ccccc32)N1	9	-2	i	-8	-2	3	-4	0	8	1
Cc1cc(Nc2cccc(Cl)c2)n2ncnc2n1	17	-2	i	-1	nt	0	0	18	-3	-4
Cc1cccc(N2CCN(C(=O)c3ccc4nc(-c5ccco5)c(-c5ccco5)nc4c3)CC2C)c1 (stereo not given)	11	1	i	0	0	0	5	-4	10	3
Cc1ccc(S(=O)(=O)Nc2ccc(N3CCN(C)CC3)nc2)cc1	16	-14	i	6	0	1	-5	0	?	0
CCOC(=O)c1cc(NC(=O)c2cnccn2)cc(C(=O)OCC)c1	13	9	i	-8	-1	-2	3	7	-1	3
Cc1ccc(NC(=O)c2cc(=O)n(Cc3ccccc3)c(=O)[nH]2)cc1C	12	8	i	7	1	-3	2	0	6	4
C[C@H](NC(=O)N1CCn2c1nc1ccccc12)C(=O)N1CCCCC1	7	-1	i	5	-2	2	4	-1	-4	-5
CC(=O)c1sc(NC(=O)c2cc(=O)c3ccccc3o2)nc1C	8	-19	i	-6	0	-24	-3	0	5	3
Cn1c(=O)n(CC(=O)Nc2ccccc2)c2ccccc21	3	-7	i	-3	2	-1	-3	-3	4	-3
CC1CCN(CCCNS(=O)(=O)c2ccc3c(c2)CCN3C(=O)C2CC2)CC1	14	-13	i	-1	0	2	-9	-1	1	3
Cc1c(CCO)c(=O)n(-c2ccccc2)n1S(=O)(=O)c1c(Cl)cc(Cl)cc1Cl	10	8	i	nt	0	-11	17	1	-1	1
CCOC(=O)C1=C(C)NC(=S)NC1c1cccs1 (stereo not given)	-33	1	i	3	0	1	6	1	-6	-1
Cc1ccc(Nc2ncnc3sccc23)c(C)c1	18	4	i	-3	2	1	7	24	5	-5
CCOc1ccc(-c2nc(CN(Cc3ccccc3)C[C@@H]3CCC(=O)N3)c(C)o2)cc1	6	-8	i	0	0	0	-6	-6	-5	23*
COCCOc1cc(NC(=O)c2ccccc2)c(Cl)cc1Cl	-2	-6	i	0	0	1	-5	19	4	1
O=C1Cc2cc(S(=O)(=O)N3CCCCC3)ccc2N1	14	-4	i	4	-1	0	0	-2	0	0
CSc1ccc(NC(=O)NCCN2CCc3ccccc3C2)cc1	-7	3	i	1	-1	3	4	0	-4	-8
CC(C)C[C@H](N)C(=O)N1CCC(C(=O)N[C@H](C(=O)NC(C)c2ccccc2)C(C)C)CC1 (stereo not given in full)	6	-1	i	-2	-4	-2	-4	2	-9	0
O=C(Nc1ccc(S(=O)(=O)Nc2nccs2)cc1)c1c(F)c(F)c(F)c(F)c1F	6	0	i	-19	-1	3	4	2	-5	3
O=C(Cc1ccc([N+](=O)[O-])cc1)Nc1ccc2c(c1)C(=O)NC2=O	50	3	i	1	0	-35	-4	nt	-2	-1
CC1CCCC(C)N1C(=O)COC(=O)CNC(=O)C12CC3CC(CC(C3)C1)C2 (stereo not given)	17	1	i	-2	-2	-2	-2	-6	4	nt
CCC1CCCCN1C(=O)CCS(=O)(=O)c1ccccc1 (stereo not given)	13	8	i	-4	-3	4	-2	-6	-1	3
CC1CN(C2=NC(=O)/C(=C/c3ccncc3)S2)CC(C)O1 (stereo not given)	17	3	i	1	0	2	6	-2	8	-1
CCOC(=O)C1CCN(S(=O)(=O)c2c(C)n(C)c(=O)n(C)c2=O)CC1	24	-3	i	-3	-2	3	-7	2	nt	2
Cc1nc(CNS(=O)(=O)c2cccnc2)cs1	6	-14	i	4	-2	3	0	nt	-2	-1
COc1cc2c(cc1OC)C(c1ccccc1)N(C(=O)c1ccccc1F)CC2 (stereo not given)	10	23	i	16	-1	1	4	5	1	1
CCn1c(CNC(=O)c2ccc(OC)c(OC)c2)nnc1SCC(=O)c1ccc(OC)cc1	22	4	i	4	-2	0	2	-4	14	0
C/C(=N\NC(=O)c1ccc(N/N=C(\C)c2ccncc2)cc1)c1ccncc1	8	-12	i	18	2	-1	-5	2	-2	14
COc1ccc(-c2nc(-c3cccs3)no2)cc1	1	-27	i	32	-1	2	-10	6	2	33*
CC1CCN(C(=O)Cn2cc3c(n2)CCCC3)CC1	11	9	i	7	-2	-3	1	4	-2	0
C/C(=N\NC(=O)c1nnn(-c2nonc2N)c1-c1ccc2c(c1)OCO2)c1cccs1	23	8	i	0	-2	-2	-2	-1	-6	0
C=CCNC(=S)Nc1cc(C)ccn1	13	-3	i	3	1	0	-1	-1	nt	-1
Cc1cc(NC(=O)c2ccoc2C)no1	15	7	i	25	0	-2	4	2	2	3
COc1ccc(S(=O)(=O)NCC(c2cccnc2)N2CCN(c3ccc(F)cc3)CC2)cc1C (stereo not given)	6	5	i	-4	nt	-1	-2	0	nt	2
O=C(CCNC(=O)c1ccco1)Nc1cccc(C(F)(F)F)c1	nt	33	i	17	0	nt	4	-4	2	-4
COc1ccc(-c2[nH]ncc2-c2nc(C)cs2)c(O)c1	22	-8	i	8	-3	1	4	4	-9	1
O=C(CC(CC(=O)c1ccc(Br)cc1)c1cccnc1)c1ccc(Br)cc1	3	20	i	-10	-2	2	-6	nt	1	-1
CN(C)c1ccc(C(=O)Nc2ccc(O)c3c(=O)cc(-c4ccccc4Cl)oc23)cc1	-5	-10	i	2	5	-3	0	6	-2	nt
COc1ccc(/C=C/C(=O)Nn2cnnc2)cc1	10	-2	i	0	0	-2	2	2	-1	1
O=c1[nH]nc(Cc2ccc(-c3ccc(Cl)cc3)o2)c2ccccc12	40	4	i	5	-2	-1	3	-1	2	5
N#CC(Cc1ccccc1)(Cc1ccccc1)C(=O)NN	5	-6	i	-1	1	0	-5	0	-2	0
CCOc1cc(C2C(C#N)=C(N)Oc3n[nH]c(CC)c32)ccc1OCCN1CCOCC1 (stereo not given)	26	12	i	-4	1	1	1	1	7	3
CCCCc1c(O)nc(N2CCN(Cc3ccccc3)CC2)[nH]c1=O	-9	3	i	-4	-4	0	9	2	1	-3
CCOc1ccc(C(=O)Nc2cc(C)on2)cc1OCC	24	-45	i	-2	-1	-2	-26	3	7	2
CC(=O)Nc1ccc(S(=O)(=O)NCCSCc2ccco2)cc1	28	4	i	-1	1	-1	-6	-1	-1	-2
Cc1ccc(-c2cc(C(F)F)n3ncc(C(=O)N4CCc5ccccc5C4)c3n2)cc1	26	1	i	-2	-1	-2	1	-5	nt	2
CCC(=O)N1CCN(c2nc3ccccc3s2)CC1	13	36	i	2	-2	-1	18	5	2	-5
The list continues:
SMILES	AI-2 QS mod	HSF1 activator	PolyA inh	Platelet DG rel	GSK3 alpha inh	GSK3B inh	HSF1 inhib	DYRK1A inh	HDAC3 inhib	HSP90 inh
COc1ccc(C(C)=O)cc1Cn1cnc2c(cnn2C)c1=O	24	-8	i	8	-2	-10	-5	10	nt	2
CSC(=Nc1ccc(Cl)cc1)N[n+]1ccccc1	26	10	i	-6	-1	-2	-9	-7	2	2
Cc1ccccc1Cn1c2ccccc2c2cnn(CC(=O)NCc3ccccn3)c(=O)c21	19	7	i	-3	5	3	15	5	3	2
CC(C)C(=O)Nc1ccc2c(c1)C(=O)NC2=O	19	1	i	6	18	-3	2	14	-6	2
CCOC(=O)CSc1ccc(C(=O)NCCN2CCOCC2)cc1[N+](=O)[O-]	33	7	i	4	-3	-3	4	-4	3	-6
CC(C)C(NC(=O)/C(=C\c1ccco1)NC(=O)c1ccco1)C(=O)O (stereo not given)	19	22	i	-10	-2	-1	-3	nt	5	-1
OC1(C#CCCN2CCCCC2)c2ccccc2-c2ccccc21	10	10	i	1	-7	3	-1	9	1	-3
Cc1nn(CCC#N)c(NC(=O)c2ccc(Cl)cc2)c1P(=O)(Nc1ccc([N+](=O)[O-])cc1)N1CCOCC1 (stereo not given)	20	5	i	-1	-1	-2	-7	2	0	0
CCOC(=O)/C(C#N)=C/c1cc2ccccc2nc1N1CCOCC1	2	-17	nt	-2	0	0	-1	-4	2	-3
COc1cc(CNCc2cc(OC)c(OC)c(OC)c2)cc(OC)c1	22	-2	i	-4	-4	2	2	nt	-4	-3
